Compound activity deposited in PubChem BioAssay by National Center for Advancing Translational Sciences (NCATS).
KinaseGlo FLuc: counter-screen: inhibitors of Kinase-Glo firefly luciferase | Kinase-Glo luciferase, ATP luminescence, 8 min | AID 1379 | 200,000 tested, 0.28% active | Potency, µM (highest dose often 38.3 µM), inactives show at the highest dose activity change, negative = inhibition, most hits filed as inhibitors | Q27757; also: potency is read from the fitted curve at half-maximal effect; % is scaled to controls: 0 for no effect and ±100 for the full control effect; nearly all actives have a fitted effect of over 60% in size
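Kinase-Glo luciferase light output from ATP and luciferin was measured with 10 uM ATP, within the enzyme's linear range. Buffer: 50 mM imidazole pH 7.2, 50 mM KCl, 7 mM MgCl2, 0.01% Tween 20, 0.05% BSA; luminescence read after 8 min at ambient temperature.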
HttQ103 aggreg: mutant huntingtin aggregation inhibition; PC12 HttQ103-GFP aggregates, Acumen cytometry, 40 h; 220,000 tested, 1.1% active; Potency, µM (series often up to 46.1 µM), inactives show at the top dose activity change, negative = inhibition, usual class: inhibitors; also: potency is read from the fitted curve at half-maximal effect; % is scaled to controls: 0 for no effect and ±100 for the full control effect; nearly all actives have a fitted effect of over 60% in size
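PC12 cells with ecdysone-inducible HTT exon1 Q103-GFP, induced by 100 nM tebufenozide, given compounds in a concentration series. GFP aggregates (1–25 um, 6 SD above background) counted in lysates by laser-scanning cytometry, 488 nm excitation.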
SMN2 splice enh: enhancers of SMN2 splice variant expression; 210,000 tested, 2.8% active; AID 1458; HEK293 SMN2-luciferase splicing reporter, luminescence, 30-36 h; Potency, µM (highest dose often 46.1 µM), for the others: at the highest dose activity change, positive = activation, hits mostly activators; also: potency is read from the fitted curve at half-maximal effect; % of control where 0% means no effect; nearly all actives have a fitted effect of over 55% in size
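HEK293 cells carry an SMN2 […]–luciferase reporter in which exon 7 inclusion puts luciferase in frame. Cells were plated 10-12 h before compound addition, then incubated 30-36 h at 37C. ONE-Glo luminescence was read; sodium butyrate at 4.5 mM final served as control.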
HTT cytoprotect: Huntington cell model cytoprotection by ATP luminescence; PC12 HTT-Q103 induced, cytoprotection, ATP luminescence, 40 h; Potency, µM (series often up to 56.4 µM), for the others: cytoprotection (ATP increase), usual class: activators; 230,000 tested, 0.14% active; AID 1471;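 also: potency is read from the fitted curve at half-maximal effect; % of control where 0% means no effect; nearly all actives have a fitted effect of over 45% in size; toxic huntingtin expression switched on by the ecdysone agonist tebufenozide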
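ATP quantification (ATPlite) reports survival of PC12 cells in which tebufenozide, 100 nM final, switches on Htt exon 1 with 103 glutamines linked to GFP; compounds are titrated.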
LMNA splice mod: changes lamin A minigene splicing in HeLa cells; 200,000 tested, 0.01% active; Potency, µM (series often up to 46.1 µM), for inactives: at the top dose ratio change, negative = inhibition, usual class: inhibitors; HeLa LMNA splicing GFP/RFP minigene ratio, 48 h; active = well fitted inhibition curve with a large enough effect in the signal ratio, with a control signal flat, not every such curve was filed as active; inconclusive = small, poorly fitted or top-dose-only effect, or effect the other way, or a change in a side signal; the % refers to the signal ratio; also: potency is read from the fitted curve at half-maximal effect; % is scaled to controls: 0 for no effect and ±100 for the full control effect
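S3 HeLa cells stably expressing lamin A-EGFP splicing minigene plus DsRed2, 600 cells/well, 48 h compound exposure at 37C. Laser-scanning cytometry; analysed as GFP (500-530 nm)/RFP (575-640 nm) total intensity ratio; 0.5% DMSO vehicle.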
CBFb-RUNX1 inh: blocks binding between human CBF-beta and RUNX1 | Potency, µM (highest dose often 59.8 µM), for inactives: top-dose activity, negative = inhibition, actives largely listed as inhibitors | Q01196+Q13951 | AlphaScreen CBFb-His/RUNX1-biotin binding, biochemical | 230,000 tested, under 10 active; also: % of control where 0% means no effect
Target sequence (Q01196 whole entry, looked up): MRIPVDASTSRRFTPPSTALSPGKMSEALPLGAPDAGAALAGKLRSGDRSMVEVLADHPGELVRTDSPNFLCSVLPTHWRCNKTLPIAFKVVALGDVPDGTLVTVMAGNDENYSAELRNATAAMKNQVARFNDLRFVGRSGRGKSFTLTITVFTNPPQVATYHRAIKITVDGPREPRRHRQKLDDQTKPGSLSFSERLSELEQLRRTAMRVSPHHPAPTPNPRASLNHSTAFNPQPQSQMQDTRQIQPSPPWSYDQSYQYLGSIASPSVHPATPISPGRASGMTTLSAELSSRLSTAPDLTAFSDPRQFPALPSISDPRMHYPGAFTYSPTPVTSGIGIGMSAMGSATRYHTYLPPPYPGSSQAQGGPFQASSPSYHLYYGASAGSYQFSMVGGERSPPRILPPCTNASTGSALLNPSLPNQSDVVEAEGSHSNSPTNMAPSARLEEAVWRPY
Target sequence (Q13951 whole entry, looked up): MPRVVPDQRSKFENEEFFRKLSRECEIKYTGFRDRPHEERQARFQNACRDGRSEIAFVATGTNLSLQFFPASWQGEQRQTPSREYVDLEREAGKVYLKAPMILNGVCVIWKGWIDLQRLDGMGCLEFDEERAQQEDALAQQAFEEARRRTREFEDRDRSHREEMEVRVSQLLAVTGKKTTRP
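Room-temperature protein-protein interaction test with 30 nM each of His-tagged CBF-beta and biotinylated RUNX1, 15 min with compound, then 90 min with nickel plus streptavidin beads. Signal read in AlphaScreen mode.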
IMPase Li cell: membrane-permeable IMPase blocker, potentiated with lithium | CHO-M1 cells, IP1 TR-FRET (IP-One), carbachol + lithium | Potency, µM (doses to about 59.4 µM), inactives show at the highest dose activity, negative = IMPase inhibition, usual class: inhibitors | 210,000 tested, 0.35% active;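 also: IP1 builds up when IMPase is blocked and the TR-FRET signal falls; potency is read from the fitted curve at half-maximal effect; plate controls were basal vehicle for no effect and high inhibitor control for full effect; nearly all actives have a fitted effect of over 50% in size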
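CHO-M1, 2000 cells/well, 16–30 h culture; cpd + low Li+, 30 min 37C; lysis with d2-IP1/Eu-anti-IP1 Ab, 10 min RT; TR-FRET 665/620 ratio and 620 channel; AC50 via Hill.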
Starred values were filed as active, the others as inactive; ? = inconclusive; . = no result given; & = joins results of further samples; [ ] = remark or other dose. Unless noted, calls follow the shape of the dose curve; as a rule, active = well fitted curve in the direction sought with a large enough effect; inconclusive = small, poorly fitted or top-dose-only effect, or another doubt; inactive = no such curve, though single readings can be large; an effect the other way counts as inactive or inconclusive.

SMILES | KinaseGlo FLuc | HttQ103 aggreg | SMN2 splice enh | HTT cytoprotect | LMNA splice mod | CBFb-RUNX1 inh | IMPase Li cell
C/C(CCc1oc2ccc(Cl)cc2c1-c1ccc(C)o1)=N\O | -4% | 1% | -39%[inhibitor] | 0%[10 µM] | ? | -2% | 26%
O=C(CN1C(=O)CSc2ccc(S(=O)(=O)N3CCOCC3)cc21)NCCCN1CCOCC1 | 1% | 7% | 20% | -13% | . | 0% | -4%
O=C(Nc1cccc([N+](=O)[O-])c1)c1ccc(N2CCCC2=O)cc1 | -6% | -4% | 6% | -63%[inhibitor] | -6%[9.22 µM] | 21% | 7%
CC(C)C[C@@H](CC(=O)N[C@@H](CCCN)CC(=O)N[C@@H]1CCNC[C@H]1C(=O)N[C@H](CC(=O)N[C@@H](CCC(=O)O)CC(=O)O)CC(C)C)NC(=O)[C@@H]1CCCC[C@H]1N | 1% | . | 1% | -8%[1.9 µM] | . | -6% | 12%
O=C1/C(=C/c2cccs2)SC(=S)N1c1ccccc1 | 9% | -10% | -6% | -32% | -3% | -4% | 5%[38.3 µM]
CCC(CC)NC(=O)c1cccc([N+](=O)[O-])c1C | -2% | -3% | 2% | -2%[10 µM] | -7% | -4% | 2%
CC(=O)c1c(C)nn(CCC(=O)O)c1C | -1% | -4% | -6% | -22%[10 µM] | 11% | 1% | -5%[38.3 µM]
Fc1ccc(-c2noc(-c3ccc4c(c3)CCO4)n2)cc1 | . | 7%[9.22 µM] | . | 5%[10 µM] | . | 3% | .
CC(=O)Nc1ccn(-c2ccccc2)n1 | -4% | ? | 16% | -2%[10 µM] | 3% | 1% | 11%
CCCOc1ccc(C(=O)C(c2ccccc2)N2CCOCC2)cc1 (centres undefined) | 0% | 4% | -54%[inhibitor] | 9% | -6% | -6% | 13%[38.3 µM]
CC(=O)Nc1ccc(S(=O)(=O)N2CCN(Cc3ccncc3)CC2)cc1 | -5% | 16% | -32%[inhibitor] | 5%[1.9 µM] | 5% | 4% | 1%[38.3 µM]
Cc1ccc2nc3c(nc2c1C)C(O)=C3O | . | -5%[9.22 µM] | . | 10%[10 µM] | . | 2% | .
Cc1cccc(NC(=O)c2cc(Cl)nc3ccccc23)n1 | . | -1%[9.22 µM] | . | 5%[10 µM] | . | -1% | .
O=C(c1cnc(N2CCN(c3ncccn3)CC2)c2ccccc12)N1CCN(c2ccccn2)CC1 | -7% | -9% | -60%[inhibitor] | -26% | -13% | -3% | 7%[38.3 µM]
Cc1ccc(S(=O)(=O)N2CCCOC2)cc1 | -2% | 8% | 25% | 13% | -2% | -2% | 16%[38.3 µM]
CC(C)NC(=O)Cn1nnc(-c2ccc(Cl)cc2)n1 | . | 13µM* | . | -17%[10 µM] | -2% | 1% | .
Cc1cccc(C)c1NC(=O)CNc1ncnc2sc(C)c(C)c12 | 0% | -1% | -65%[inhibitor] | 22%[1.9 µM] | -16% | -1% | -1%
CN(C)c1ccc(-c2cncnc2Nc2ccc(F)cc2)cc1 | . | . | . | -206%[inhibitor] | ? | . | 20%
COc1ccc(N(C)C(=O)c2cc3c(s2)-c2c(C)cccc2OC3)c(OC)c1 | . | 12%[9.22 µM] | -31%[inhibitor] | 32%[10 µM] | . | -2% | .
COc1ccc2ccc3c(c2c1)N=CC1(O3)N(C)c2ccccc2C1(C)C (centres undefined) | 1% | ? | -74%[inhibitor] | 29%[10 µM] | ? | -24% | 34%[activator]
Cc1ccc(N=CC=C2OC(C)(C)C(C)(C)O2)cc1 | -2% | 9% | -4% | . | -2% | 0% | 4%
c1cncc(CNc2ncn[nH]2)c1 | -1%[7.66 µM] | 17%[9.22 µM] | 0%[9.22 µM] | -7%&19%[10 µM] | . | 4% | -7%
CC1(C)CC(CCNC(=O)c2ccco2)CC(C)(C)N1 | -3% | 12% | -4% | 13%[10 µM] | -6% | 13% | 12%[38.3 µM]
Cc1ccc(OCC(=O)N/N=C\c2cn(C)c3ccccc23)c([N+](=O)[O-])c1 | 3% | 17% | -24% | -24% | -16% | -13% | -1%[38.3 µM]
CCOc1cc(/C=N/NC(=O)CSc2nncn2C)ccc1OC(=O)c1ccc(Cl)cc1 | 4% | 2% | -13% | . | 2% | -2% | 1%

Entries listed above printed as active in HttQ103 aggreg:
canonical_smiles,HttQ103 aggreg,SMN2 splice enh,LMNA splice mod,CBFb-RUNX1 inh,IMPase Li cell
CC(C)NC(=O)Cn1nnc(-c2ccc(Cl)cc2)n1,13µM*,.,-2%,1%,.

Part of the list above with just HttQ103 aggreg and IMPase Li cell:
| Compound | HttQ103 aggreg | IMPase Li cell |
| --- | --- | --- |
| c1cncc(CNc2ncn[nH]2)c1 | 17%[9.22 µM] | -7% |
| CC1(C)CC(CCNC(=O)c2ccco2)CC(C)(C)N1 | 12% | 12%[38.3 µM] |
| Cc1ccc(OCC(=O)N/N=C\c2cn(C)c3ccccc23)c([N+](=O)[O-])c1 | 17% | -1%[38.3 µM] |

(list continues)
SMILES | KinaseGlo FLuc | HttQ103 aggreg | SMN2 splice enh | HTT cytoprotect | LMNA splice mod | CBFb-RUNX1 inh | IMPase Li cell
COc1ccc(-c2cc(C(=O)Nc3ccc(S(=O)(=O)Nc4onc(C)c4C)cc3)c3ccccc3n2)cc1OC | . | -1%[9.22 µM] | . | 7%[10 µM] | . | -5% | .
CCOc1cc(N2CCOCC2)c(OCC)cc1NC(C)C(=O)N1CCC(C)CC1 (centres undefined) | . | 19% | . | -15%[10 µM] | -12% | -5% | .
CC1=C(C(N)=O)C(c2cccnc2)n2nc(-c3cccc(C)c3)nc2N1 (centres undefined) | 5% | 21% | -32%[inhibitor] | -3% | 2% | 0% | 0%[38.3 µM]
CNc1nc(-c2ccc(C(=O)N(C)C)cc2)nc2ccccc12 | . | . | . | -170%[inhibitor] | -5% | . | 4%
Cc1ccc2c(c1)N(C(C)C(=O)NCc1cccs1)C(=O)CO2 (centres undefined) | -1% | ? | -6% | -16% | 11%[46 µM] | 1% | -10%
C=CCn1c(SCC(=O)c2ccc(Cl)s2)nc2ccccc2c1=O | 1% | -2% | -33%[inhibitor] | 5% | 1%[0.0737 µM] | 1% | 11%[38.3 µM]
COc1ccc(/C=C/C(=O)c2cc(Br)ccc(=O)c2O)cc1 | -3% | -32% | -99%[inhibitor] | . | ? | ? | 1%
Cc1nn(C)c(C)c1S(=O)(=O)N1CCc2ccccc21 | -2% | -2% | -5% | -4% | ? | 2% | -10%[38.3 µM]
CCOP(=O)(O)c1ccccc1OCCOCCOc1ccccc1P(=O)(O)OCC | -2% | 7% | 3% | 11%[10 µM] | 8% | 2% | -8%[38.3 µM]
CCc1ccc(-c2cn(-c3nc(C)cc(C)n3)c(=N)o2)cc1 | -4% | -16% | 2% | -8% | ? | -1% | 43%[activator][38.3 µM]
O=C(/C=C/c1ccco1)Nc1ccc(C(=O)N2CCOCC2)cc1 | -4% | -15% | 21% | 21%[0.074 µM] | 2% | -10% | 2%
CC(C)CCN1CCN(Cc2nc(-c3ccccc3)cs2)CC1CCO (centres undefined) | -4% | 6%[9.22 µM] | . | 5%[10 µM] | 22%[46 µM] | 11% | -4%
O=C(CCC(=O)OCc1ccc(Br)cc1)Nc1ccccc1 | -3% | 13% | 30% | 2%[10 µM] | 1% | 24% | -7%
CN1CCN(c2ccccc2NC(=O)c2c(F)cccc2F)CC1 | -1% | 2% | -11% | -13%[10 µM] | 11%[46 µM] | -9% | -8%
C=CCOC(=O)C1=C(C)NC(SC)=C(C#N)C1c1ccc(OCC)cc1 (centres undefined) | . | 0% | . | -14%[0.074 µM] | ? | 16% | .
CN1CC(c2ccc(Cl)c(Cl)c2)[C@@]2(COc3ccccc3C2=O)[C@@]12C(=O)Nc1ccccc12 (some centres undefined) | 6% | ? | -5% | 2%[10 µM] | ? | 8% | 8%
COc1cccc(NC(=O)COC(=O)c2ccc(S(=O)(=O)NCc3ccco3)cc2)c1 | 20% | 11% | 18% | 9% | -1% | -10% | 15%[38.3 µM]
COc1ccccc1N1CCN(C(=O)CSc2nnc3n2C(C)(C)Cc2ccccc2-3)CC1 | . | ? | . | -24%[10 µM] | ? | 4% | .
CC(C)CNC(=O)COC(=O)c1ccccc1SCC(=O)NCC(C)C | 0% | 21% | 20% | -31% | -8%[46 µM] | 0% | 5%
CCN1CCN(Cc2ccc(NC(=O)c3cc(NC(=O)C4=NN(c5ccccc5)C(=O)C4)cc(OC)c3)cc2C(F)(F)F)CC1 | . | -14%[9.22 µM] | . | -15%[10 µM] | . | -8% | .
COc1cc(C(=O)NNC(=O)NC2CCCCC2)cc(OC)c1OC | 3% | 6% | 22% | 28%[10 µM] | -5% | 4% | 13%[38.3 µM]
Nc1nc2c(s1)CCc1c-2cnn1-c1ccccc1 | -28% | -13% | 11µM* | -64%[inhibitor] | ? | ? | 68%[activator][38.3 µM]
NCCCC[C@H]1CNC(=S)N1CCc1cccc(F)c1 | . | -13%[9.22 µM] | . | -1%[10 µM] | . | 5% | 8%
CC1NC(=O)NC1CCCCC(=O)O (centres undefined) | -2% | -5% | -4% | 12% | 2% | 5% | 14%[38.3 µM]
CCOC(=O)C(C)(C)NS(=O)(=O)c1ccc(Cl)c([N+](=O)[O-])c1 | 1% | -10% | 1% | 22%[10 µM] | -21% | 0% | 1%
CCOC(=O)CN1C(=O)C(=O)c2cccc(C)c21 | -2% | ? | 7% | 9%[10 µM] | -15% | -5% | 3%

Profiles from above:
O=C1/C(=C/c2cccs2)SC(=S)N1c1ccccc1 across the screens: KinaseGlo FLuc: 9%; HttQ103 aggreg: -10%; SMN2 splice enh: -6%; HTT cytoprotect: -32%; LMNA splice mod: -3%; CBFb-RUNX1 inh: -4%; IMPase Li cell: 5%[38.3 µM]
COc1ccc(/C=C/C(=O)c2cc(Br)ccc(=O)c2O)cc1 across the screens: KinaseGlo FLuc: -3%; HttQ103 aggreg: -32%; SMN2 splice enh: -99%[inhibitor]; HTT cytoprotect: .; LMNA splice mod: ?; CBFb-RUNX1 inh: ?; IMPase Li cell: 1%
